High-throughput results as filed in PubChem.
GAA850 FXN act – increases GAA850 frataxin promoter reporter activity. AID 540364. activation, % at 6 µM. HEK293 lucGAA850 FXN promoter luciferase reporter, 24 h; percent of 10 µM SAHA response. actives 0.56% (n = 360,000);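 active = activation above the average of all compounds screened plus 3 SD, cutoff fixed separately per campaign, cut at about 7.5% in these data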;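 note: 0% = DMSO wells and 100% = 10 µM SAHA wells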
DAX1 inh-1 – inhibits human nuclear receptor DAX1. P51843. HEK293 Gal4-DAX1 luciferase reporter, luminescence. inhibition, % at 6.75 µM. actives 0.99% (n = 340,000). AID 504766;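 active = inhibition above the mean over all tested compounds plus 3 SD, cut at about 4.2% in these data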;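 note: 0% = DAX1-transfected cells with DMSO and 100% = empty-vector control cells with DMSO; inhibition shows as a rise in luminescence from relieved DAX1 repression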
Target sequence (P51843 207-470 limits assumed): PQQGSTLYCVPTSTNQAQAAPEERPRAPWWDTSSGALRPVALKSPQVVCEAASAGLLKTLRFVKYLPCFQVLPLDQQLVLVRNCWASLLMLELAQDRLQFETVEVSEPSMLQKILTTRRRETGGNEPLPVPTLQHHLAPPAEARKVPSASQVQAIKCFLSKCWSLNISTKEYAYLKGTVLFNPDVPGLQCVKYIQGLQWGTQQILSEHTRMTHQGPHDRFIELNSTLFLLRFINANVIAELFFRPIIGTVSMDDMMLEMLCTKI
hcDAF12 agonist – H. contortus DAF-12 activation, primary screen; HEK293 hcDAF-12 lit1-tk-luc reporter, luminescence; 0% DMSO, 100% Δ7-dafachronic acid; activation, % at 6.8 µM; actives 1.4% (n = 370,000); AID 652067;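 active = activation above the mean of all tested compounds plus 3 SD, cut at about 5.5% in these data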;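 note: 100% = response to 3 µM Δ7-dafachronic acid high control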
SMARCA2 act – activators of SMARCA2 function | MG213 cells, MMTV-luciferase reporter, dexamethasone, overnight | AID 652017 | actives 1% (n = 370,000) | activation, % at 9.1 µM; in the data active = activation above about 7.8%;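 note: 0% = vehicle wells and 100% = reference activator wells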
PG9 binder – binds the HIV-1 gp120 antibody PG9; TR-FRET gp120-PG9 antibody binding; inhibition, % at 6.7 µM; actives 0.43% (n = 360,000); AID 624416; in the data active = inhibition above about 8.5%
hgDAF-12 ag – hgDAF-12 agonism, primary luciferase screen; HEK293 GAL4-hgDAF12 UAS-luciferase reporter, agonist luminescence; normalized to butyrate control; activation, % at 6.8 µM; actives 1.8% (n = 370,000); AID 687014;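 active = activation above a cutoff set at the mean of all screened compounds plus 3 SD, cut at about 10% in these data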;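 note: 0% = DMSO wells and 100% = sodium butyrate wells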
DAX1 inh-2 – inhibitors of DAX1 repression of SF-1 activated StAR promoter; HEK293T StAR-luciferase reporter, SF-1/DAX-1 repression relief; inhibition, % at 6.8 µM; actives 1.1% (n = 370,000); AID 652010;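 active = inhibition above the mean over all tested compounds plus 3 SD, cut at about 3.6% in these data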;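 note: 0% = DAX-1 cells with DMSO and 100% = cells lacking DAX-1 with DMSO; higher inhibition means more luminescence from relief of DAX-1 repression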
ssDAF-12 act – activates DAF-12 receptor from parasite S. stercoralis; HEK293 ssDAF-12/GRIP1 lit1-tk-luc reporter, luminescence; % of 3 µM dafachronic acid response; activation, % at 6.8 µM; actives 1% (n = 370,000);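 active = activation above the mean over all tested compounds plus 3 SD, cut at about 0.9% in these data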;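 note: 0% = DMSO-only wells and 100% = 3 µM delta7-dafachronic acid wells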
ADAM10 inh – inhibits human ADAM10; O14672; recombinant ADAM10, EDANS/DABCYL FRET peptide cleavage, 3 h; inhibition, % at 7 µM; actives 0.62% (n = 370,000); AID 720582;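 active = inhibition above a per-campaign cutoff equal to the mean of compounds falling between control-based bounds plus 3 SD, cut at about 20% in these data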;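 note: 0% = DMSO wells while the 100% control is not disclosed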
Target sequence (O14672 214-748 limits assumed): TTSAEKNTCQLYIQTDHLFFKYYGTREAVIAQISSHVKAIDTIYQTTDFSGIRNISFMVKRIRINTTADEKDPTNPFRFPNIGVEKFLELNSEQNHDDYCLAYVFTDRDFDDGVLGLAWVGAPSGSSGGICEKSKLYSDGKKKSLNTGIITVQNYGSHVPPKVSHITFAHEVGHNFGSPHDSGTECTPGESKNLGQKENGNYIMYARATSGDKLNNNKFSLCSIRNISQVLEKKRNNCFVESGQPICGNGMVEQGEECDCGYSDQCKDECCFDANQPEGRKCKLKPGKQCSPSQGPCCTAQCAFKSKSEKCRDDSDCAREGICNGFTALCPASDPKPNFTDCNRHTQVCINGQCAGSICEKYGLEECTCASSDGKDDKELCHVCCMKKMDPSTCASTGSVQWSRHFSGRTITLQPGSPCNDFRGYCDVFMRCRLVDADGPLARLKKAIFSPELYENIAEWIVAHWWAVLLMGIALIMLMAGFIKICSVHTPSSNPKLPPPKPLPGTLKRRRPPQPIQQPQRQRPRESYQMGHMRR
NPR1 activator – GC-A (human) enzyme activation. AID 1671463. P16066. activation, % at 10 µM. HEK293 GC-A cells, cGMP TR-FRET, EC30 ANP; 0% at EC30 ANP, 100% saturating ANP. actives 0.14% (n = 370,000); in the data active = activation above about 40%
ADAM17 inh – inhibitors of human ADAM17 | P78536 | recombinant ADAM17, EDANS/DABCYL FRET peptide cleavage | inhibition, % at 6.95 µM | actives 0.83% (n = 370,000);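 active = inhibition above the mean of compounds lying between control limits plus 3 SD, set per campaign, cut at about 8.5% in these data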;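 note: 0% = DMSO-only wells as the low control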
Numbers without * were called inactive; · = no result given.

SMILES | GAA850 FXN act | DAX1 inh-1 | hcDAF12 agonist | SMARCA2 act | PG9 binder | hgDAF-12 ag | DAX1 inh-2 | ssDAF-12 act | ADAM10 inh | NPR1 activator | ADAM17 inh
Cc1ccc(S(=O)(=O)N2CCN(C(=O)COC(=O)c3cc(C)oc3C)CC2)cc1 | -0.1 | -0.3 | -1.7 | -3.4 | 1.2 | -4.2 | -1.0 | -1.6 | -3.2 | -2.5 | 1.4
CCc1cccc(Nc2cnn(C34C[C@@H]5C[C@@H](CC(CC(=O)O)(C5)C3)C4)c(=O)c2Cl)c1 | 2.7 | 0.2 | -0.1 | 7.4 | -1.8 | -0.1 | -0.1 | -0.9 | 7.9 | -5.5 | 0.1
Cc1ccc(NC(=O)C2(C)CCN2C(=O)Cc2ccc(C(C)(C)C)cc2)cc1C (configuration not stated) | 0.5 | · | -1.8 | -1.3 | 0.9 | -0.4 | -2.4 | -1.9 | 14.8 | -0.8 | 4.3
CCOC(=O)N1CCN(C(=O)c2ccc3c(c2)N(Cc2ccc(F)cc2)CCS3)CC1 | -1.9 | 0.7 | -0.4 | -0.8 | 2.0 | -2.3 | -2.0 | -2.0 | -439.1 | -1.6 | -105.9
COc1ccc(C2c3c(-c4ccccc4O)n[nH]c3C(=O)N2Cc2ccco2)cc1OC (configuration not stated) | 0.3 | -1.7 | -3.0 | -1.1 | -0.7 | 0.7 | -0.9 | -1.2 | 5.1 | -28.0 | 2.4
O=C(NCc1ccccc1)c1cccc(COc2ccc3c(c2)CCC3)c1 | 4.1 | -4.1 | 3.2 | 4.5 | 1.0 | 21.2* | 2.3 | -0.8 | 5.6 | -0.3 | 3.1
O=S(=O)(c1ccc(Cl)s1)N1CCC(c2nc3ccccc3o2)CC1 | · | · | -3.4 | -5.1 | · | -3.5 | -1.1 | -1.0 | -6.9 | -4.3 | 0.4
O=C(NC(=S)Nc1ccc(N2CCCCC2)cc1)c1ccc2c(c1)OCCO2 | -2.5 | -0.3 | -0.6 | -2.5 | -0.7 | -2.2 | -1.6 | -1.6 | 5.3 | 4.3 | 0.0
COc1ccc2c(c1[N+](=O)[O-])CCC/C2=N/OC(=O)c1ccccc1SC | -0.6 | 0.9 | 0.7 | 3.5 | -0.4 | 1.8 | 0.1 | -1.3 | -1.9 | 1.4 | -3.9
Cc1ccccc1C(=O)NNC(=O)c1cc(N)cc([N+](=O)[O-])c1 | -0.6 | 0.0 | -1.4 | -1.2 | 0.5 | 1.1 | 0.0 | -1.2 | 7.2 | 0.6 | -2.1
CC(C)n1nnnc1-c1ccc(Cl)cc1 | 1.0 | -0.5 | 0.5 | -2.6 | -2.5 | -0.3 | -1.1 | -0.8 | -0.4 | -2.7 | 0.8
COc1ccc(NS(=O)(=O)c2ccc3c(c2)[C@H]2C=CC[C@H]2[C@@H](c2ccc(C(=O)O)cc2)N3)cc1 | 1.4 | 0.2 | -1.5 | -4.4 | -2.7 | 2.2 | -0.5 | -1.0 | 4.0 | -6.7 | -5.2
Cc1cc(Nc2nnnn2-c2ccccc2)n(-c2ccc(Cl)cc2)n1 | -0.9 | -2.2 | -1.0 | -4.3 | -1.5 | -3.0 | -1.6 | -0.8 | 16.6 | 4.7 | 3.8
CCC(=O)Nc1ccc(CCC(=O)N2CCCC2)cc1 | 1.4 | 5.5* | 0.1 | 2.2 | 0.7 | 0.4 | 0.0 | -0.8 | -0.2 | 3.4 | -3.7
CCc1nnc(NC(=O)CS(=O)(=O)c2ccccc2)s1 | -1.9 | 1.2 | -1.4 | 6.9 | -0.8 | 0.7 | 0.1 | -1.0 | 2.3 | 2.6 | 0.9
Cc1cc(C)nc(NS(=O)(=O)c2ccc(NC(=O)c3ccccc3C)cc2)n1 | 0.9 | 0.9 | -0.7 | -0.6 | 2.2 | -3.0 | 0.3 | -1.2 | -0.9 | -4.0 | -0.3
O=C(Nc1cc(Cl)cc(Cl)c1)C1C2C=CC3(O2)C1C(=O)N(CCCN1CCOCC1)C3C(=O)NC1CCCCC1 (configuration not stated) | -1.5 | 1.8 | -2.4 | -1.9 | 0.2 | -1.1 | 0.3 | -0.9 | -0.1 | 0.3 | -3.3
CC(=O)Nc1ccc(NC(=O)C(C)OC(=O)CC2CCCCC2)cc1 (configuration not stated) | 2.1 | 0.6 | 1.1 | -2.9 | 0.9 | -0.2 | 2.7 | -1.3 | -9.2 | -3.6 | -4.7
Cc1cccc(-c2nnn3c2nc(NCCc2ccc(S(N)(=O)=O)cc2)c2ccccc23)c1 | 3.1 | -2.5 | 3.2 | 6.7 | 1.2 | -0.3 | 0.0 | 0.0 | -38.3 | 26.1 | -17.4
CC(=O)c1ccccc1C(=O)N1CCCC(CCC(=O)N2CCN(c3ccccn3)CC2)C1 (configuration not stated) | 0.7 | 0.8 | -2.4 | 2.6 | -3.1 | -1.1 | -1.4 | -1.0 | -13.3 | -1.1 | -4.7
CCOC(=O)c1c(NC(=O)CN(C)C)sc(C(=O)N(CC)CC)c1C | -0.4 | -1.1 | -1.6 | -3.1 | -1.8 | -2.0 | -0.5 | -1.4 | 5.4 | 4.8 | -2.8
S=C(NCCc1ccccc1)Nc1ccccc1 | 2.6 | 2.6 | 3.5 | 2.3 | -0.3 | 5.5 | 1.8 | -1.3 | 0.0 | 2.2 | -4.3
O=S(=O)(CCN1CCCCC1)Oc1ccc(Cl)cc1Cl | -0.8 | 0.4 | -0.6 | -3.8 | 0.5 | -0.6 | -0.2 | 0.1 | -8.7 | 6.6 | -3.0
COc1c(O)cccc1/C=N/NC(=O)Cn1ccnc1C | 1.5 | -0.7 | 0.1 | 1.8 | -2.3 | 0.6 | -0.1 | -1.3 | -13.9 | 0.2 | -8.4
C=CCNC(=S)N/N=C/c1ccc(-c2cccc([N+](=O)[O-])c2)o1 | -1.3 | -1.2 | -1.0 | 0.5 | 0.3 | 2.5 | -0.6 | -0.8 | -0.9 | 17.5 | 0.5

3 entries out of the list above, sorted by the number in ADAM10 inh, lowest first:
smiles,DAX1 inh-1,hcDAF12 agonist,SMARCA2 act,PG9 binder,DAX1 inh-2,ssDAF-12 act,ADAM10 inh,NPR1 activator,ADAM17 inh
Cc1cccc(-c2nnn3c2nc(NCCc2ccc(S(N)(=O)=O)cc2)c2ccccc23)c1,-2.5,3.2,6.7,1.2,0.0,0.0,-38.3,26.1,-17.4
S=C(NCCc1ccccc1)Nc1ccccc1,2.6,3.5,2.3,-0.3,1.8,-1.3,0.0,2.2,-4.3
O=C(NC(=S)Nc1ccc(N2CCCCC2)cc1)c1ccc2c(c1)OCCO2,-0.3,-0.6,-2.5,-0.7,-1.6,-1.6,5.3,4.3,0.0

(further entries)
SMILES | GAA850 FXN act | DAX1 inh-1 | hcDAF12 agonist | SMARCA2 act | PG9 binder | hgDAF-12 ag | DAX1 inh-2 | ssDAF-12 act | ADAM10 inh | NPR1 activator | ADAM17 inh
CCN(CC(=O)Nc1c(F)cccc1F)C(=O)c1ccc(N2CCCC2=O)cc1 | 1.5 | -0.2 | -1.0 | -0.9 | -0.9 | 0.7 | 1.4 | -0.7 | -2.5 | 3.1 | -2.0
Cc1ccc(C)c(/C(O)=C2\C(=O)C(=O)N(CCCn3ccnc3)C2c2cccnc2)c1 (configuration not stated) | -2.4 | -0.6 | -0.8 | 0.1 | 0.6 | 0.9 | -0.2 | -1.1 | -1.7 | 4.0 | -3.8
COc1cc(NC(=O)c2cc(Cl)nnc2Cl)cc(OC)c1OC | -3.2 | -1.9 | -0.7 | -0.4 | -1.4 | -1.9 | -1.5 | -1.8 | -0.2 | 4.1 | -1.6
COC(=O)N/N=C/c1ccc(-c2cccc(Cl)c2)o1 | 2.2 | -0.5 | -0.6 | 0.4 | -1.2 | 0.4 | 0.8 | -1.0 | -23.8 | -4.4 | -4.3
Cc1c(C(=O)NC(C)CCc2ccccc2)cccc1[N+](=O)[O-] (configuration not stated) | -2.7 | -1.0 | -0.3 | -1.1 | 1.1 | 0.3 | -0.8 | -1.7 | -0.9 | 1.7 | -2.7
COc1ccc(NC(=O)Cc2coc3cc(C)c(C(C)C)cc23)cc1S(=O)(=O)N1CCOCC1 | 0.5 | -2.0 | -4.0 | -5.4 | -1.8 | -5.0 | -1.1 | -1.8 | 21.5* | -1.7 | 6.5
Cc1ccc2nc(-c3ccccc3)cc(C(=O)NCC(c3ccco3)N(C)C)c2c1 (configuration not stated) | -0.9 | -1.6 | -2.8 | 3.6 | 1.8 | 0.1 | -0.1 | -1.2 | -179.7 | -4.2 | -66.2
N#Cc1c(Cl)cccc1Oc1ccc(S(=O)(=O)Nc2ccccc2)cc1 | 0.8 | · | 0.0 | -4.9 | -1.9 | -3.0 | -0.5 | -1.2 | 10.5 | -0.7 | 2.0
CC(=O)c1cccc(NC(=O)CO/N=C2/CCCc3nonc32)c1 | -1.4 | 0.4 | -0.3 | -4.0 | 0.6 | -0.3 | -0.5 | -1.9 | -0.8 | 0.6 | -1.0
O=C1CC(c2ccco2)CC(O)=C1C=NCCO (configuration not stated) | -0.6 | 0.8 | -1.2 | -2.4 | -1.2 | -0.7 | -0.8 | -0.6 | -3.6 | 2.6 | -3.7
Cc1ccc(-n2cc(CNCCCn3ccnc3C)c(-c3ccc(F)cc3)n2)cc1 | -1.6 | -0.4 | -0.5 | -0.7 | -1.0 | 3.0 | 0.3 | -1.8 | 6.3 | 6.2 | -0.5
Cc1cc(C)c(-c2cc(C(=O)Nc3cc(C)ccc3C)[nH]n2)c(O)c1 | 0.4 | -0.6 | -1.8 | -1.4 | 0.7 | 1.3 | -0.5 | -1.1 | -3.9 | 0.0 | -3.7
Cc1cccc(C(=O)Nc2ccc3ccccc3c2)c1 | 2.6 | 6.8* | 7.0* | 3.2 | 0.3 | 13.8* | 3.5 | 0.8 | 1.4 | -0.3 | 1.6
CC(C)N(Cc1nccn1C)C(=O)CC1C(=O)NCCN1Cc1ccc(F)cc1 (configuration not stated) | -0.8 | 0.0 | 0.5 | -0.1 | -1.8 | 2.4 | -1.6 | -1.7 | -11.3 | 1.3 | -7.6
CCN1C(=O)/C(=C\N2CCN(c3ccccc3)CC2)SC1=S | -1.6 | -0.5 | 1.8 | -0.9 | -2.2 | -1.5 | 0.5 | -1.5 | 9.5 | -28.4 | 2.3
Cc1cc(C(=O)COC(=O)c2ccc[nH]c2=O)c(C)n1-c1ccccc1F | -5.0 | -2.6 | -2.5 | -5.3 | -2.7 | -6.4 | 0.2 | -2.6 | -10.3 | -0.8 | -7.2
OCCCn1c(-c2ccccc2)nc(=S)c2c1CCCC2 | -4.6 | 1.2 | 1.7 | -0.7 | -2.1 | 2.1 | 0.7 | -1.3 | -16.3 | -1.8 | 1.7
COc1ccc(CNC(=O)c2ccccc2NC(=O)C2=CSCCO2)c(OC)c1 | -2.4 | -0.4 | -1.6 | -4.9 | -0.1 | -0.8 | -0.6 | -1.6 | -2.3 | -1.1 | -1.7
NC1=NC(=O)C(c2ccccc2)(c2ccccc2)S1 | -0.9 | -0.1 | -0.9 | 1.8 | -0.7 | -2.4 | -0.5 | -0.9 | 4.3 | 1.5 | 0.4
Nc1cccc(-c2cn3cccnc3n2)c1 | 1.5 | 0.7 | 0.7 | -0.3 | 2.3 | 6.8 | 0.4 | -1.2 | -17.8 | -1.1 | -4.4
CCCCCCCCCCCC(=O)NC1CCS(=O)(=O)C1 (configuration not stated) | -0.9 | -0.4 | -1.3 | -3.0 | 1.9 | 0.3 | -0.8 | -1.2 | -2.1 | 3.4 | -3.9
